Bioassay records as filed in PubChem BioAssay.
PDI turbidity: inhibitors of human PDI, primary screen, biochemical, turbidity, single point, plate reader. Protein disulfide-isomerase (Homo sapiens), P07237. PDI insulin aggregation turbidity, A650, 90 min. inhibition, % at 10 µM. 0.052% of 350,000 active;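 active = mean inhibition across replicates of 30% or more, whatever share of single replicates reach that level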;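 also: absorbance from insulin aggregation driven by PDI reduction with DTT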
Target sequence (P07237 whole entry, looked up): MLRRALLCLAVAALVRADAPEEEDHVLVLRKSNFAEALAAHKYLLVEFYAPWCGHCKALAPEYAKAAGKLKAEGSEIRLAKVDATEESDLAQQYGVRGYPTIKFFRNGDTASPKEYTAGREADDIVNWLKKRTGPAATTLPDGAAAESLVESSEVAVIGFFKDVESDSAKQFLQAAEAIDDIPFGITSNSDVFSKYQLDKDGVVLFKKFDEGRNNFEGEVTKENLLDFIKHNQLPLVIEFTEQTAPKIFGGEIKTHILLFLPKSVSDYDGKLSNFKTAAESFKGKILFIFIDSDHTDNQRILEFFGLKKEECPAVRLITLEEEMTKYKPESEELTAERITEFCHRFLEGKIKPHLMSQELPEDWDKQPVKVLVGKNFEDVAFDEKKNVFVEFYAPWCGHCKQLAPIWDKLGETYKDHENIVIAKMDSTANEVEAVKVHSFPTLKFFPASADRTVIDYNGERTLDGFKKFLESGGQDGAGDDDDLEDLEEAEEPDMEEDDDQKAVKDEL
ABCB6 inh 2: ABCB6 transporter inhibitors, primary screen, K562-ABCB6 cells, flow cytometry, MLPCN library. 0.19% of 360,000 active. fluorescence ratio to DMSO, % at 10 µM. K562-ABCB6 porphyrin accumulation, 1 h; stronger effect = lower value;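 active = fluorescence ratio to DMSO below 75%, the collection mean minus 3 SD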;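 also: signal is porphyrin accumulated inside mitochondria; 100% equals median channel fluorescence of DMSO control wells; lower ratio means ABCB6 inhibition with less porphyrin fluorescence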
MC4R barr agon: MC4R agonists recruiting beta-arrestin, primary screen, cell-based, luminescence, agonist arm of biased-ligand search; AID 540308, 2011; U2OS MC4R beta-arrestin complementation; percent of melanotan II response, DMSO zero; 0.98% of 360,000 active; activation, % at 8.9 µM;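 active = activation above a per-plate cutoff, the mean activation of sample wells on that plate plus 3 SD, cut at about 8% in these data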
CaV13 ICDI inh: Primary screen for inhibitors of IQ motif and Ca2+-dependent inactivation inhibitor domain binding in CACNA1D, Förster resonance energy transfer in living cells, …; inhibition, % at 12.3 µM; 0.098% of 340,000 active; AID 743397; HEK cells, CFP/YFP FRET ICDI-IQ, plate reader, 10 min; percent FRET-ratio fall versus neutral wells;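 active = mean replicate inhibition of at least 30% and at least 1% of replicates passing that level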;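 also: 0% = median of the neutral control wells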
aDG glyco act: activators of alpha-DG glycosylation, primary screen, uHTS, Pro5-aDG cells, AlphaScreen | activation, % at 10 µM | alpha-DG glycosylation AlphaScreen (IIH6); 0% Pro5, 100% B10-LARGE cell signal | 0.22% of 360,000 active;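 active = activation of at least 8% versus controls, or a plate z-score of at least 8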;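 also: Pro5 are CHO cells carrying HIG-tagged alpha-DG that lacks glycosylation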
N-glyco inh: increase of ERlucT glycosylation luciferase signal, primary screen, N-linked glycosylation inhibitor project, D54 ERlucT cells, luminescence, set 2 | 0.23% of 360,000 active | AID 588692, 2011 | D54 ERlucT glycosylation luciferase reporter, 24 h; percent of 100 nM tunicamycin response | reporter increase, % at 12.5 µM;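 active = mean luciferase reporter signal, scaled so untreated is 0 and the glycosylation-blocking control 100, at or above a set limit in every replicate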;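 also: luciferase carries N-glycosylation sites so blocking glycosylation raises the light; 0% = median of neutral control wells and 100% = median of 100 nM tunicamycin wells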
Cardio protect: cardioprotection against H2O2-induced cell death, primary screen, uHTS, H9c2 cells, ATPLite luminescence; AID 588492, 2011; H9c2 cardiomyocytes, H2O2 injury protection, 2 h; protection from H2O2 cell death, % at 20 µM; 0.63% of 360,000 active;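 active = compounds giving at least 50% protection of heart cells from peroxide-induced death in the single-dose screen, raw or plate-pattern-corrected value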;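 also: 0% = DMSO wells with peroxide and 100% = DMSO wells without peroxide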
Vif imaging: HIV Vif self-association inhibitors, primary screen, imaging, HEK293T, single point; 0.35% of 340,000 active; HEK293T cells, Vif self-association by quenched fluorescence, 24 h; inhibition, % at 7.49 µM; AID 602346, 2012; in the data active = inhibition above about 50%, passing the limit was not always enough; also: some results filed as inactive read as strong as hits
MC4R antagonist: MC4R antagonists of cAMP signaling, primary screen, cell-based, TR-FRET, antagonist arm of biased-ligand search; Melanocortin receptor 4 (Homo sapiens), P32245; MC4R-expressing cells, MTII-stimulated cAMP, LANCE TR-FRET; inhibition, % at 6.5 µM; 0.48% of 360,000 active;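 active = inhibition above its plate's cutoff, the mean of tested wells on that plate plus 3 SD, cut at about 29% in these data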;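 also: 0% = Melanotan II alone and 100% = Melanotan II plus saturating MCL0020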
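Material – human MC4R-expressing U2OS cells · Repeats – no replicates · Detection – TR-FRET with Eu-cAMP and labeled anti-cAMP, 671 nm · Times – compound 30 min, challenge 1 h, detection 1 h · Compound – single nominal compound dose of 6.5 µM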
m5-HT2A agonist: mouse Htr2a agonists via beta-arrestin recruitment, primary screen, cell-based, luminescence. CHO-K1 mHTR2A beta-arrestin complementation; percent of 30 µM serotonin response. activation, % at 7.6 µM. 0.66% of 360,000 active. AID 624169, 2012;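 active = activation above a run cutoff, the mean activation of all tested compounds plus 3 SD, cut at about 14% in these data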;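 also: 0% = plate median of compound wells and 100% = 30 µM serotonin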
Target sequence (P35363 whole entry, looked up): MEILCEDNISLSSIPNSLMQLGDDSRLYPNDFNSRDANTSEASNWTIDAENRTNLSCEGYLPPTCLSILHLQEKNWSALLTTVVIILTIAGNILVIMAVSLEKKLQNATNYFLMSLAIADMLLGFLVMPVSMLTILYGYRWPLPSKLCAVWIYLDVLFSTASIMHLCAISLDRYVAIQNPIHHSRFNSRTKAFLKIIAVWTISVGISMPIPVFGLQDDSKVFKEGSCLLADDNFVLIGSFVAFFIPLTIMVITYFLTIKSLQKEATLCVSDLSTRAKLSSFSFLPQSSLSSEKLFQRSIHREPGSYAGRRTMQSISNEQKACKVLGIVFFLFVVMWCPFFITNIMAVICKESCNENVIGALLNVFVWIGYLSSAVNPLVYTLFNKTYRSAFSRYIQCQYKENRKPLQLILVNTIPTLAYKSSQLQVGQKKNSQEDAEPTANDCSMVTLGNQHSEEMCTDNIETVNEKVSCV
An asterisk follows results filed as active; · = no result given.

SMILES	m5-HT2A agonist	aDG glyco act	ABCB6 inh 2	PDI turbidity	Vif imaging	MC4R antagonist	MC4R barr agon	N-glyco inh	CaV13 ICDI inh	Cardio protect
Cc1ccn(CC(=O)NC2CCCN(Cc3ccc(CC(C)C)cc3)C2)n1 (centres undefined)	-4	0.3	102	4	0	4	-0.6	-3	-5	-5
CCOC(=O)N1CCN(C(=O)C2CCCN(S(=O)(=O)c3cc(C)ccc3OC)C2)CC1 (centres undefined)	-1	0.3	96	0	-4	11	-0.9	1	-9	-2
CC(=O)Nc1ccc(NC(=O)C2CC(=O)N(c3cccc(Cl)c3)C2)cc1 (centres undefined)	-1	0.6	97	-11	1	7	-2.2	1	-5	16
COc1ccc(CN2CCCC(C(=O)N3CCCC3)C2)c(OC)c1OC (centres undefined)	-2	0.0	100	2	·	16	-0.4	0	-4	4
COc1cc(NC(=O)c2nn(C)c3c2CS(=O)(=O)c2ccccc2-3)cc(OC)c1	9	0.0	94	-10	-7	5	3.5	-3	-6	44
CCOC(=O)C12CNC(=O)C(C(=O)OCC)(CNC1=O)C2	0	0.1	105	5	1	11	1.0	4	·	3
CC(=O)c1ccc(OCc2cc(C(=O)N3CCCCC3c3cccnc3)no2)cc1 (centres undefined)	7	0.8	94	33*	1	4	-1.6	-3	-6	-14
O=c1[nH]c2ccccc2c(=O)n1Cc1ccco1	-4	-0.2	98	-4	-3	0	-1.1	3	·	0
N#Cc1ccccc1OCC(=O)NNC(=O)CCC1CCCC1	5	0.0	100	0	20	3	-2.8	0	-11	4
Cc1cc(O)c(NC(=S)NC(=O)c2ccc(-c3ccc(Cl)cc3)o2)cc1C	-6	-0.4	152	-1	·	4	-9.9	1	-4	-17
O=C(O)CC(O)(CC(=O)O)C(=O)O	-2	-0.3	91	·	22	-2	-0.3	2	·	1
O=S(=O)(c1cccc(NC(=S)N2CCN(c3cccc(Cl)c3)CC2)c1)C(F)F	6	0.7	90	-7	-7	17	7.3	-1	-5	-34
CCc1ccc(-c2cc(C)no2)cc1S(=O)(=O)N1CC(=O)Nc2ccccc21	4	0.0	103	3	4	-2	-1.3	1	-4	1
C=CCOC(=O)COc1ccc2c3c(c(=O)oc2c1)CCCC3	16*	-0.5	86	-2	8	-1	3.4	2	-6	87*
O=C1CC(O)(C(F)(F)F)Oc2c1ccc1ccccc21 (centres undefined)	1	-0.1	95	2	·	3	0.2	3	-8	-9
Cc1cccnc1NC(=O)NC(=O)c1ccc(C(C)(C)C)s1	10	-0.1	94	-2	-4	-7	0.0	0	-2	2
CC(=O)Nc1cccc(OC(=O)c2ccoc2C)c1	1	0.3	93	-2	20	-1	-0.7	1	-5	0
O=C(NCCc1ccccc1)C(=O)NCC1OCCN1S(=O)(=O)c1ccc2c(c1)OCCO2 (centres undefined)	2	0.0	101	-4	-12	0	-0.6	-1	·	3
O=C1CCC(C(=O)N2CCN(c3ccccc3Cl)CC2)CN1CC1CCCCC1 (centres undefined)	11	-0.2	102	-2	0	-6	1.3	-2	-2	-3
Cc1ccc(N2CC(C(=O)Nc3nnc(SCC(=O)NCC4CCCO4)s3)CC2=O)cc1C (centres undefined)	-2	0.0	98	4	7	4	-4.9	1	·	2
O=C(CSc1ccc(F)cc1)N1CCC(c2nc3ccccc3s2)CC1	0	0.2	86	4	-27	-4	-1.6	-3	·	-22
CC1=C(c2ccc(C(C)C)cc2)S(=O)(=O)N=C1N1CCN(C(=O)c2ccco2)CC1	-1	0.3	102	1	0	18	-2.9	3	-8	2
COc1ccc2cc1Oc1ccc(cc1)C[C@H]1c3cc(c(OC)cc3CCN1C)Oc1c(OC)c(OC)cc3c1[C@@H](C2)N(C)CC3	-12	0.1	99	1	10	18	-1.1	0	-12	6
Cc1cc(C)n2nc(SCC(=O)c3ccccc3)nc2n1	5	0.0	101	-6	-3	3	-2.0	0	-9	2
COc1ccc(/C=C/C(=O)NCC(=O)n2nc(C)cc2C)cc1	-2	-0.1	99	-3	-6	1	1.8	0	-5	1
O=C(CCCCCCC(=O)Nc1ccccc1)NO	3	-0.4	96	0	152*	-13	-0.3	858*	-3	3
COCCN(C(=O)COC(=O)c1ccco1)c1c(N)n(Cc2ccccc2)c(=O)[nH]c1=O	2	-0.1	101	-1	-4	5	-1.8	2	-5	1
Cc1ccccc1/C=N\NC(=O)c1ccc(Cn2cccn2)o1	-1	0.2	106	0	3	5	2.8	2	-8	6
CCc1nnc(NC(=O)CSc2sc3c(O)cc(=O)[nH]c3c2C#N)s1	5	-0.3	100	-8	22	-4	-1.8	1	-7	3
Cc1ccc(CCN2CC(C(=O)O)CC2=O)cc1 (centres undefined)	1	0.1	98	9	24	-8	-1.4	1	·	2
COc1ccccc1C(=O)N/C(N)=N/c1nc2ccccc2o1	5	-0.1	96	7	-1	5	4.2	4	-3	-10
O=C(NCc1ccc2c(c1)OCO2)C1CC(=O)N(c2ccc(F)cc2)C1 (centres undefined)	-3	0.0	96	6	10	-5	-1.7	2	-5	0
CCn1c(=S)sc2c(=O)n(CC(=O)Nc3ccccc3OC)c(C)nc21	-6	0.3	99	-12	-1	1	-0.6	-2	-7	2
COc1ccccc1N1CCN(S(=O)(=O)c2ccc3c(c2)NC(=O)C(C)C(=O)N3)CC1 (centres undefined)	7	0.0	100	·	16	10	-0.4	1	5	-7
OCCN1CCN(c2cc(-c3ccc4ccccc4c3)nc3ccnn23)CC1	0	-0.1	100	-23	8	0	-0.7	0	-8	9
CC(C)NCc1c(O)c(Br)cc2oc3c(c12)CCCC3	4	-0.1	79	-5	-1	-1	-0.5	1	·	14
CC(=O)Nc1ccc(NC(=O)COC(=O)c2c(-c3ccccc3)noc2C)cc1	5	-0.1	96	-3	-2	5	-0.7	-2	-5	-14
Cc1noc(C)c1COC(=O)c1ccc(N(C)C)cc1	3	-0.4	98	-1	4	-6	-2.3	1	-5	3
N#Cc1nc(COc2ccc(F)cc2)oc1N1CCCCC1	-3	-0.3	95	15	2	-5	-4.3	2	-18	6
Cc1ccccc1C(=O)O/N=C(\N)Cc1cccs1	6	0.2	97	10	-3	0	-2.8	5	·	-6
CC(C)C(=O)Nc1cc(C(F)(F)F)ccc1-n1ccnc1	0	-0.3	106	4	-1	3	-1.6	0	-12	3
O=C(CN1CCN(C(=O)c2cccs2)CC1)NC1CCCCC1	2	0.0	95	-1	-4	0	-0.3	1	·	12
Cc1ccc(-c2cc(C(F)(F)F)n3ncc(C(=O)O)c3n2)cc1	-1	-0.4	103	-3	2	-3	-1.1	2	-1	6
NS(=O)(=O)c1ccc(NC(=O)COC(=O)c2c3c(nc4ccccc24)/C(=C\c2ccc4c(c2)OCO4)CCC3)cc1	-2	0.9	99	-6	·	23	4.9	-8	-7	8
O=S(=O)(N1CCCCC1)N1CCN(c2cc(Cl)ccc2Cl)CC1	-2	0.1	88	0	1	-6	-0.1	-1	-6	-10
CCOC(=O)COc1ccc(C2NC(C(=O)O)CS2)cc1 (centres undefined)	-1	0.2	116	4	4	3	-1.0	3	·	9
Cc1cc(C)c(NC(=O)CS(=O)CC(=O)NCCN2CCCCCC2)c(C)c1 (centres undefined)	-1	0.3	106	4	3	-3	-1.7	1	-3	4
C1CCN(c2nc3nonc3nc2NCC2CCOCC2)CC1	5	0.7	86	-6	2	0	2.1	0	-7	9
O=[N+]([O-])c1ccc(O)c(CNCc2ccccc2)c1	-3	0.0	88	19	0	-3	-0.5	2	-9	3
COc1ccc(C2=C/C(=C\c3ccc(OC(C)=O)cc3)C(=O)O2)cc1	8	-0.1	90	1	1	-3	-2.0	1	-6	-1
COc1cc2ccccc2cc1C(=O)N/N=C/c1ccc2c(c1)OCO2	-12	0.1	100	-5	-5	-15	-3.8	17	-11	6
O=C(c1cccnc1)N1CCN(c2ccc3ccccc3n2)CC1	13	0.8	97	-3	-7	2	-1.2	1	-7	-1
Cn1c(=O)c2c(nc(NCC3CCCC(CN)C3)n2Cc2ccc(Cl)cc2Cl)n(C)c1=O (centres undefined)	4	0.0	100	-8	51*	9	0.7	20	-21	7
CS(=O)(=O)c1ccc(-c2csc(C(O)c3cccc(Cl)c3)n2)cc1 (centres undefined)	-3	-0.1	96	-3	-14	-1	0.3	-7	-3	-2
Fc1ccc(NC(=S)N2CCN(c3ccccn3)CC2)cc1Cl	-2	0.1	97	-2	0	9	-2.6	1	-5	-8
CCOc1cccc(OCCCCN2CCOCC2)c1	3	0.1	94	3	14	0	-0.5	2	·	13
Brc1ccc(-c2csc(N/N=C/c3ccc4c(c3)OCO4)n2)cc1	1	0.0	99	7	-2	-5	3.1	-2	-3	-4
CCCc1[nH]n(-c2ccc(F)cc2)c(=O)c1C=Nc1cccc(F)c1	-1	-0.2	102	0	7	-14	-0.9	13	-5	7
O=C(N/N=C/c1ccncc1)c1cccc(S(=O)(=O)N2CCCC2)c1	7	0.2	103	0	3	8	-1.0	3	-7	0
O=C(CN1CCN(c2ccc(O)cc2)CC1)Nc1ccccc1C(=O)NCCc1ccccc1	-5	-0.8	93	7	-1	3	-0.9	-4	-14	45

Next part.
SMILES	m5-HT2A agonist	aDG glyco act	ABCB6 inh 2	PDI turbidity	Vif imaging	MC4R antagonist	MC4R barr agon	N-glyco inh	CaV13 ICDI inh	Cardio protect
CCCN1CCC(NC(=O)Nc2ccc([N+](=O)[O-])cc2)CC1	4	0.0	95	-2	2	2	-1.8	1	-2	-6
COC(=O)c1cn(Cc2cccnc2)c(=O)c2ccccc12	0	-0.1	111	0	12	6	-1.8	1	4	5
COc1ccc(-c2csc(NC(C)=O)n2)cc1OC	-5	-0.1	94	1	18	1	0.2	2	-4	5
COC(=O)c1oc2c(c1C)C(=O)CC(C)(C)C2	2	0.4	99	7	0	-6	-2.4	0	-4	14

Record cards, from the list above. Order of screens: m5-HT2A agonist, aDG glyco act, ABCB6 inh 2, PDI turbidity, Vif imaging, MC4R antagonist, MC4R barr agon, N-glyco inh, CaV13 ICDI inh, Cardio protect
`CCCN1CCC(NC(=O)Nc2ccc([N+](=O)[O-])cc2)CC1` is entered as 4, 0.0, 95, -2, 2, 2, -1.8, 1, -2, -6
`COc1ccc(-c2csc(NC(C)=O)n2)cc1OC` is entered as -5, -0.1, 94, 1, 18, 1, 0.2, 2, -4, 5
